Source: PubChem BioAssay (several laboratories)
TRPC4 act: TRPC4 (mouse) channel activation. HEK293 TRPC4beta/mu-opioid, Fluo4 calcium fluorescence; hits give high values. B-score at 10 µM. hit rate 0.49% among 310,000. AID 2237;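 active = B-score above 5 SD of library B-scores, and initial fluorescence ratio not above library mean plus 5 SD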;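 note: positive B-score marks a calcium rise read as TRPC4 activation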
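Assay system: HEK293 stable line with TRPC4beta plus mu-opioid receptor. Times: dye 45 min RT, read 110 s. Measured by: kinetic Fluo4 calcium fluorescence. Measure: B score of integrated ratio. Controls: assay buffer as low control, maximal DAMGO as high control.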
hERG protect: shields human hERG channel from block by proarrhythmic agents; AID 1511; CHO-hERG, FluxOR thallium flux, dofetilide IC70 present; activation (rescue from dofetilide block), less the hit threshold, % at 10 µM; Q12809; hit rate 0.51% among 310,000;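 active = activation above the mean of controls blocked by dofetilide plus 5 SD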;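 note: thallium influx through hERG after potassium depolarization seen as dye fluorescence rise; in these data hits start at about 4.7%; inactives centre near -7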
DYRK1A inh: inhibitors of rat Dyrk1A kinase; Q63470; ADP-Glo luminescence, NFATc1 peptide; inhibition, % at 12.5 µM; hit rate 0.43% among 310,000; AID 504441; in the data active = inhibition above about 50%;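 note: plate controls were vehicle with enzyme for no effect and no enzyme for full effect; many of its hits are not listed in these tables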
Platelet DG rel: platelet dense granule release activity; inhibition, %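 (compounds screened at 7.5 µM in platelet-rich plasma)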; AID 1663; hit rate 0.22% among 300,000; human platelet-rich plasma, SFLLRN dense granule ATP release, luminescence;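 active = mean replicate score, as percent of positive control, at or above 50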
KCNQ1 inh: human KCNQ1 channel inhibition; hit rate 1.3% among 310,000; CHO-K1 KCNQ1, FluxOR thallium flux fluorescence; hits give high values; B-score at 10 µM; P51787;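 active = compounds whose thallium flux B-score, printed positive for inhibition, exceeds three library SD while starting fluorescence stays within three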;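 note: channel opened by potassium depolarization with thallium stimulus after 20 min compound exposure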
Target sequence (P51787 whole entry, looked up): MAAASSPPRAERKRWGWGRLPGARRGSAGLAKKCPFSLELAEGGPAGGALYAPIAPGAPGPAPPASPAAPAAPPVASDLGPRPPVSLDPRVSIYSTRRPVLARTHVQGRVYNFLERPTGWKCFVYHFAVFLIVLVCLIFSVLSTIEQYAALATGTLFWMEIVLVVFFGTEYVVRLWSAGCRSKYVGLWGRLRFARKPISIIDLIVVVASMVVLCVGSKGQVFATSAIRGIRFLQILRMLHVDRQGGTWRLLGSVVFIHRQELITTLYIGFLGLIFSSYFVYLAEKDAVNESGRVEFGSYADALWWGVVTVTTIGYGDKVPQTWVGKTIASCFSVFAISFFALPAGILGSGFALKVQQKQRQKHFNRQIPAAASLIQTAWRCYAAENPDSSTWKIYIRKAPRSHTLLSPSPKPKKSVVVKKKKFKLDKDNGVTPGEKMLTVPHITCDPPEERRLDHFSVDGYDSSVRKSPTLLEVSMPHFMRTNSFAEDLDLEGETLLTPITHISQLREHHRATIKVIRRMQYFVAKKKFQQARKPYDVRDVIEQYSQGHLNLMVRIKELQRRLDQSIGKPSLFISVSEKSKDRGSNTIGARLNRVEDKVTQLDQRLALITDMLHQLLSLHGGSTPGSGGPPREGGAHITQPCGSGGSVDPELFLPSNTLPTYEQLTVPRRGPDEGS
KCNQ1 act: human KCNQ1 channel potentiation or activation. P51787. CHO-K1 KCNQ1, thallium flux FluxOR fluorescence; hits give high values. B-score at 10 µM. hit rate 0.35% among 310,000. AID 2648;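 active = fluorescence ratio B-score, a plate-corrected score, at least three library SD, with initial intensity B-score within 5 SD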
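System: Stable KCNQ1 CHO-K1 line | Incubation: 90 min dye loading and 20 min compound exposure, both at room temperature | Measure: Ratio B score | Medium: Assay buffer for compound exposure, DMSO matched across wells | Compound dosing: Single-concentration screen | Probe or stimulus: K+/Tl+ depolarizing stimulus | Measured by: Kinetic FluxOR fluorescence, 10 s baseline plus 110 s post-stimulus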
PolyA inh: inhibitors of polyadenylation in S. cerevisiae. S. cerevisiae SKY197-pL101 polyadenylation reporter, beta-gal luminescence; efflux-impaired pdr1/pdr3 knockout yeast; score 100 = 6 SD above DMSO. calls only at 12 µM. hit rate 0.02% among 300,000;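 active = lowest replicate activity score at least 50, where 100 means six control SD above control mean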;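 note: yeast exposed to compound for 9 h at 30 °C; higher score means more reporter readthrough which indicates perturbed polyadenylation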
KCNK3 inh: human KCNK3 channel inhibition, primary screen; O14649; CHO-KCNK3 thallium flux, FluxOR fluorescence; hits give low values; B-score at 10 µM; hit rate 0.84% among 340,000; AID 602410;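 active = B-score under library mean minus 4 SD, starting fluorescence ratio at most library mean plus 5 SD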;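 note: more negative B-score means stronger inhibition of thallium flux through KCNK3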
KCNK9 inh: inhibitors of human KCNK9 two-pore domain potassium channel | B-score at 10 µM | hit rate 1.2% among 310,000 | Q9NPC2 | AID 488922 | HEK293 KCNK9, FluxOR thallium flux fluorescence; hits give low values;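 active = ratio B-score over 3 SD below the library mean, with starting fluorescence within 5 SD of its mean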;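 note: negative B-score means less thallium flux so channel inhibition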
Target sequence (Q9NPC2 whole entry, looked up, the tested form may be a part): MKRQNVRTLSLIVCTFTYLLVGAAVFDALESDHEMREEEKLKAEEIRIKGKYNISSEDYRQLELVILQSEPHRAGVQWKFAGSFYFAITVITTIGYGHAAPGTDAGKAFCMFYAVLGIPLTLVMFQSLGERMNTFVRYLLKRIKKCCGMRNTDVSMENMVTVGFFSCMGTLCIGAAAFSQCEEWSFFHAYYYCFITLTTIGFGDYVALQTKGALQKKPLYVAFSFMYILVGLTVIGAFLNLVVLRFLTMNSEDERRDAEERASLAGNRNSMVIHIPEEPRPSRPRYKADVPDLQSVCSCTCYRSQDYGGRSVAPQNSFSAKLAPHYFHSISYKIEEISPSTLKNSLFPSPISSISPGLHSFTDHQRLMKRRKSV
TRPC4 PAM: allosteric potentiators of mouse TRPC4 channel. Q9QUQ5. B-score at 10 µM. hit rate 0.42% among 310,000. HEK293 TRPC4beta/mu-opioid, DAMGO EC20, Fluo-4 Ca2+ flux; hits give high values;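 active = B-score of calcium response area above 5 SD of library B-scores, with initial fluorescence ratio within 5 SD of library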;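 note: B-score of integrated fluorescence ratio over time as area under calcium response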
TRPC4 inh: TRPC4 (mouse) channel inhibition | hit rate 0.39% among 300,000 | B-score at 10 µM | AID 2247 | Q9QUQ5 | HEK293 TRPC4beta/mu-opioid, DAMGO-evoked Fluo4 calcium flux; hits give low values;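 active = B-score over 3 SD under the library average, no early fluorescence shift, positive overall ratio signal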
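Assay system: HEK293 cells with stable TRPC4beta plus mu-opioid receptor expression. Dosing: single dose. Measured by: Fluo4 Ca2+ flux fluorescence. Also added: DAMGO in two steps, submaximal then maximal. Read-out: B score from integrated Fluo4 fluorescence ratio.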
Numbers without * were called inactive.

COc1ccc(C2(O)CCN(C(=O)NC3CCCCC3)CC2)cc1 was read as TRPC4 act inactive, hERG protect -9, DYRK1A inh -7, Platelet DG rel -5, KCNQ1 inh inactive, KCNQ1 act inactive, PolyA inh inactive, KCNK3 inh inactive, KCNK9 inh inactive, TRPC4 PAM inactive and TRPC4 inh inactive.
COC(=O)c1c(NC(=O)/C=C/C(=O)O)sc(C)c1-c1ccc(C)c(C)c1 was read as TRPC4 act inactive, hERG protect -10, DYRK1A inh -2, Platelet DG rel 5, KCNQ1 inh inactive, KCNQ1 act inactive, PolyA inh inactive, KCNK3 inh inactive, KCNK9 inh inactive, TRPC4 PAM inactive and TRPC4 inh inactive.
Screening COC(=O)c1cn(NC(=O)c2cc(OC)c(OC)c(OC)c2)c(=O)c2ccccc12 returned TRPC4 act inactive, hERG protect -16, DYRK1A inh -6, Platelet DG rel 2, KCNQ1 inh inactive, KCNQ1 act inactive, PolyA inh inactive, KCNK3 inh inactive, KCNK9 inh inactive, TRPC4 PAM inactive and TRPC4 inh inactive.
`Cc1cccc(N(CC(=O)NCc2ccccc2)C(=O)Cn2nnc(-c3ccc(C)o3)n2)c1` gave TRPC4 act inactive, hERG protect -6, DYRK1A inh 14, Platelet DG rel -12, KCNQ1 inh inactive, KCNQ1 act inactive, PolyA inh inactive, KCNK3 inh inactive, KCNK9 inh inactive, TRPC4 PAM inactive and TRPC4 inh inactive.
CCOC(=O)C1CN(S(=O)(=O)c2ccccc2)c2cc(S(=O)(=O)CC)ccc2O1 (stereo unspecified) was read as TRPC4 act inactive, hERG protect -9, DYRK1A inh -3, Platelet DG rel -5, KCNQ1 inh inactive, KCNQ1 act inactive, PolyA inh inactive, KCNK3 inh inactive, KCNK9 inh inactive, TRPC4 PAM inactive and TRPC4 inh inactive.
CCC1CCCCN1C(=O)N[C@@H](CCSC)C(=O)OC (stereo partly specified) was read as TRPC4 act inactive, hERG protect 0, DYRK1A inh 1, Platelet DG rel 1, KCNQ1 inh inactive, KCNQ1 act inactive, PolyA inh inactive, KCNK3 inh inactive, KCNK9 inh inactive, TRPC4 PAM inactive and TRPC4 inh inactive.
For O=C(NNC(=O)c1ccccc1Cl)c1csc(N2CCOCC2)n1 the results were TRPC4 act inactive, hERG protect -17, DYRK1A inh -11, Platelet DG rel -6, KCNQ1 inh inactive, KCNQ1 act inactive, PolyA inh inactive, KCNK3 inh inactive, KCNK9 inh inactive, TRPC4 PAM inactive and TRPC4 inh inactive.
Screening O=C(NCc1ccc(N2CCCC2=O)cc1)C1CCC(=O)N(Cc2ccccc2F)C1 (stereo unspecified) returned TRPC4 act inactive, hERG protect -10, DYRK1A inh -8, Platelet DG rel -5, KCNQ1 inh inactive, KCNQ1 act inactive, PolyA inh inactive, KCNK3 inh inactive, KCNK9 inh inactive, TRPC4 PAM inactive and TRPC4 inh inactive.
Screening Cc1ccc(S(=O)(=O)N2CCOCC2)cc1C(=O)OCCOc1cccc(Cl)c1 returned TRPC4 act inactive, hERG protect -8, DYRK1A inh 2, Platelet DG rel -1, KCNQ1 inh inactive, KCNQ1 act inactive, PolyA inh inactive, KCNK3 inh inactive, KCNK9 inh inactive, TRPC4 PAM inactive and TRPC4 inh inactive.
COC(=O)c1c(NC(=O)CSc2ncnc3c2cnn3-c2ccccc2Cl)sc2c1CCCC2 was read as TRPC4 act inactive, hERG protect -9, DYRK1A inh 2, Platelet DG rel 0, KCNQ1 inh inactive, KCNQ1 act inactive, PolyA inh inactive, KCNK3 inh inactive, KCNK9 inh inactive, TRPC4 PAM inactive and TRPC4 inh inactive.
`Cc1cccc(-c2nc(CS(=O)CC(=O)NCCCSC3CCCCC3)c(C)o2)c1` (stereo unspecified) gave TRPC4 act inactive, hERG protect -12, DYRK1A inh 2, Platelet DG rel -9, KCNQ1 inh inactive, KCNQ1 act inactive, PolyA inh inactive, KCNK3 inh inactive, KCNK9 inh inactive, TRPC4 PAM inactive and TRPC4 inh inactive.
`CCN(CC)C(=S)SCC(=O)c1c(C)[nH]c2ccccc12` gave TRPC4 act inactive, hERG protect -5, DYRK1A inh 4, Platelet DG rel 12, KCNQ1 inh inactive, KCNQ1 act inactive, PolyA inh inactive, KCNK3 inh inactive, KCNK9 inh inactive, TRPC4 PAM inactive and TRPC4 inh inactive.
`COc1ccc(N2CCN(C(=O)CNC(=O)Cn3c(C)cc4ccccc4c3=O)CC2)cc1` gave TRPC4 act inactive, hERG protect -3, DYRK1A inh -5, Platelet DG rel 1, KCNQ1 inh inactive, KCNQ1 act inactive, PolyA inh inactive, KCNK3 inh inactive, KCNK9 inh inactive, TRPC4 PAM inactive and TRPC4 inh inactive.
For C/C(=N\NC(=O)CCC(=O)NCc1ccccc1)c1ccco1 the results were TRPC4 act inactive, hERG protect -7, DYRK1A inh -6, KCNQ1 inh inactive, KCNQ1 act inactive, KCNK3 inh inactive, KCNK9 inh inactive, TRPC4 PAM inactive and TRPC4 inh inactive.
`COc1ccccc1CP(=O)(c1ccccc1)c1ccccc1` gave TRPC4 act inactive, hERG protect -6, DYRK1A inh -6, Platelet DG rel -9, KCNQ1 inh inactive, KCNQ1 act inactive, PolyA inh inactive, KCNK3 inh inactive, KCNK9 inh inactive, TRPC4 PAM inactive and TRPC4 inh inactive.
Screening O=C(NC(=S)Nc1ccc(Oc2ccccc2)cc1)c1ccc(Cl)cc1 returned TRPC4 act inactive, hERG protect -3, DYRK1A inh -4, Platelet DG rel -3, KCNQ1 inh inactive, KCNQ1 act inactive, PolyA inh inactive, KCNK3 inh inactive, KCNK9 inh inactive, TRPC4 PAM inactive and TRPC4 inh inactive.
`Cc1cc(N2CCN(C)CC2)nc2ccc(NC(=O)CCC(=O)NCc3ccco3)cc12` gave TRPC4 act inactive, hERG protect -13, DYRK1A inh -8, Platelet DG rel -3, KCNQ1 inh inactive, KCNQ1 act inactive, PolyA inh inactive, KCNK3 inh inactive, KCNK9 inh inactive, TRPC4 PAM inactive and TRPC4 inh inactive.
Screening Cc1ccc(-c2noc(CCCC(=O)Nc3cccnc3)n2)cc1 returned TRPC4 act inactive, hERG protect -9, DYRK1A inh 2, Platelet DG rel 2, KCNQ1 inh inactive, KCNQ1 act inactive, PolyA inh inactive, KCNK3 inh inactive, KCNK9 inh inactive, TRPC4 PAM inactive and TRPC4 inh inactive.
`Brc1c(CSc2nncc3ccccc23)nc2ccccn12` gave TRPC4 act inactive, hERG protect -5, DYRK1A inh 7, Platelet DG rel 2, KCNQ1 inh inactive, KCNQ1 act inactive, PolyA inh inactive, KCNK3 inh inactive, KCNK9 inh inactive, TRPC4 PAM inactive and TRPC4 inh inactive.
Screening CCOC(=O)N1CCN(c2c(NCc3ccc(F)cc3)c(=O)c2=O)CC1 returned TRPC4 act inactive, hERG protect -9, DYRK1A inh -4, Platelet DG rel 1, KCNQ1 inh inactive, KCNQ1 act inactive, PolyA inh inactive, KCNK3 inh inactive, KCNK9 inh inactive, TRPC4 PAM inactive and TRPC4 inh inactive.
COc1ccc(OC)c(CNC(=O)CCn2nc(C)c3c(C)n(-c4ccccc4)nc3c2=O)c1 was read as TRPC4 act inactive, hERG protect -8, DYRK1A inh -4, Platelet DG rel -7, KCNQ1 inh inactive, KCNQ1 act inactive, PolyA inh inactive, KCNK3 inh inactive, KCNK9 inh inactive, TRPC4 PAM inactive and TRPC4 inh inactive.
Screening COc1ccc(C(=O)Nc2ccccc2C(=O)N2CCCCCC2)cc1OC returned TRPC4 act inactive, hERG protect -9, Platelet DG rel 21, KCNQ1 inh inactive, KCNQ1 act inactive, PolyA inh inactive, KCNK3 inh inactive, KCNK9 inh inactive, TRPC4 PAM inactive and TRPC4 inh inactive.
CS(=O)(=O)NN1C(=O)c2ccccc2NC1c1cccs1 (stereo unspecified) was read as TRPC4 act inactive, hERG protect -5, DYRK1A inh -1, Platelet DG rel 4, KCNQ1 inh inactive, KCNQ1 act inactive, PolyA inh inactive, KCNK3 inh inactive, KCNK9 inh inactive, TRPC4 PAM inactive and TRPC4 inh inactive.
Screening Cc1[nH]c2ccccc2c1C(=O)CN1CCCCC1C (stereo unspecified) returned TRPC4 act inactive, hERG protect -8, DYRK1A inh 17, Platelet DG rel -2, KCNQ1 inh inactive, KCNQ1 act inactive, PolyA inh inactive, KCNK3 inh inactive, KCNK9 inh inactive, TRPC4 PAM inactive and TRPC4 inh inactive.
`Nc1c(Cl)cc(-c2csc(NC(CO)c3nc4ccccc4n3CCOCCO)n2)cc1Cl` (stereo unspecified) gave TRPC4 act inactive, hERG protect -10, DYRK1A inh -4, Platelet DG rel 1, KCNQ1 inh inactive, KCNQ1 act inactive, PolyA inh inactive, KCNK3 inh inactive, KCNK9 inh inactive, TRPC4 PAM inactive and TRPC4 inh inactive.
Cc1ccc(S(=O)(=O)n2nc(OC(=O)c3cccc(F)c3)cc2N)cc1 was read as TRPC4 act inactive, hERG protect -2, DYRK1A inh -4, Platelet DG rel 5, KCNQ1 inh inactive, KCNQ1 act inactive, PolyA inh inactive, KCNK3 inh inactive, KCNK9 inh inactive, TRPC4 PAM inactive and TRPC4 inh inactive.
For Cc1nc2ccc(NC(=O)CS(=O)(=O)c3ccc(F)cc3)cc2s1 the results were TRPC4 act inactive, hERG protect -13, DYRK1A inh 5, Platelet DG rel -2, KCNQ1 inh inactive, KCNQ1 act inactive, PolyA inh inactive, KCNK3 inh inactive, KCNK9 inh inactive, TRPC4 PAM inactive and TRPC4 inh inactive.

Part of the list above in order of molar mass, lowest first.
`Brc1c(CSc2nncc3ccccc23)nc2ccccn12` gave TRPC4 act inactive, hERG protect -5, DYRK1A inh 7, Platelet DG rel 2, KCNQ1 inh inactive, KCNQ1 act inactive, PolyA inh inactive, KCNK3 inh inactive, KCNK9 inh inactive, TRPC4 PAM inactive and TRPC4 inh inactive.
Screening COC(=O)c1cn(NC(=O)c2cc(OC)c(OC)c(OC)c2)c(=O)c2ccccc12 returned TRPC4 act inactive, hERG protect -16, DYRK1A inh -6, Platelet DG rel 2, KCNQ1 inh inactive, KCNQ1 act inactive, PolyA inh inactive, KCNK3 inh inactive, KCNK9 inh inactive, TRPC4 PAM inactive and TRPC4 inh inactive.
CCOC(=O)C1CN(S(=O)(=O)c2ccccc2)c2cc(S(=O)(=O)CC)ccc2O1 (stereo unspecified) was read as TRPC4 act inactive, hERG protect -9, DYRK1A inh -3, Platelet DG rel -5, KCNQ1 inh inactive, KCNQ1 act inactive, PolyA inh inactive, KCNK3 inh inactive, KCNK9 inh inactive, TRPC4 PAM inactive and TRPC4 inh inactive.

An excerpt; count on the stated rates, not on these rows.
